Screening data: PubChem BioAssay, Icahn School of Medicine at Mount Sinai
ROC1-CUL1 inh = inhibitors of human ROC1-CUL1 ubiquitin ligase activity. E3 ubiquitin-protein ligase RBX1 (Homo sapiens) + Cullin-1 (Homo sapiens), P62877+Q13616. in vitro K48 di-Ub FRET, acceptor:donor ratio, 45 min. inhibition, % at 10 µM. actives 0.6% (n = 140,000); in the data active means inhibition above about 25%
Target sequence (P62877 whole entry, looked up): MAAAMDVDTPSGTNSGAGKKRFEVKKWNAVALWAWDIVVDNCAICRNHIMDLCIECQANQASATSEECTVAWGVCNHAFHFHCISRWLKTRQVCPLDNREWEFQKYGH
Target sequence (Q13616 whole entry, looked up): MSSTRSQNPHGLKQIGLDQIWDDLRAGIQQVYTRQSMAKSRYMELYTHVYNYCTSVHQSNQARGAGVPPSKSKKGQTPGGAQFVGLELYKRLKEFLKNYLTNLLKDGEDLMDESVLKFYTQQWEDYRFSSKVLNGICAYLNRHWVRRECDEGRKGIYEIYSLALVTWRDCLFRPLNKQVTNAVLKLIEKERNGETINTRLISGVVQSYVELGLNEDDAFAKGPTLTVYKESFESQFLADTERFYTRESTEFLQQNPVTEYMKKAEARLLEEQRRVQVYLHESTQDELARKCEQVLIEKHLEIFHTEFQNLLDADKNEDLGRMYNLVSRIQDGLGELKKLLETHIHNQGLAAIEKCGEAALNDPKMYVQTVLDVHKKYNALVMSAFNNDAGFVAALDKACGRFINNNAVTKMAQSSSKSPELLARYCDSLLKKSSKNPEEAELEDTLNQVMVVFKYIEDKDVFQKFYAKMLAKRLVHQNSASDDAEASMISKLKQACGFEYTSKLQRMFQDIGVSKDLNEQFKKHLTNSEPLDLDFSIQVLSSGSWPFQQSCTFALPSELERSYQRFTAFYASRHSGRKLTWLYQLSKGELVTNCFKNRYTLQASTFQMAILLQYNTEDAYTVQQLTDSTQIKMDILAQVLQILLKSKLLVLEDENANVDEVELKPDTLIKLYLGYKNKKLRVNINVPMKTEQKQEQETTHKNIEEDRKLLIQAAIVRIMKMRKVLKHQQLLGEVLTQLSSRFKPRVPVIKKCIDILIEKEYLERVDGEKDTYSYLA
Numbers without * were called inactive. Only part of the results is shown; count on the stated rates, not on these rows.

The first 4 compounds as a preview:
SMILES	ROC1-CUL1 inh
CCCSc1ncc(Cl)c(C(=O)Nc2ccc(OC)cc2OC)n1	-3
CCOc1ccc(/C(C)=N/NC(=O)CSCc2ccccc2Br)cc1	0
COc1cc([N+](=O)[O-])cc(/C=N/NC(=O)Cn2nnc3ccccc32)c1O	-3
O=c1oc2ccccc2c2c1SC(c1ccccc1)C2 (stereo not drawn)	2

The list itself, repeating the preview:
SMILES	ROC1-CUL1 inh
CCCSc1ncc(Cl)c(C(=O)Nc2ccc(OC)cc2OC)n1	-3
CCOc1ccc(/C(C)=N/NC(=O)CSCc2ccccc2Br)cc1	0
COc1cc([N+](=O)[O-])cc(/C=N/NC(=O)Cn2nnc3ccccc32)c1O	-3
O=c1oc2ccccc2c2c1SC(c1ccccc1)C2 (stereo not drawn)	2
O=C(CSc1ncc(-c2ccccc2)[nH]1)Nc1nc(-c2ccc(Br)cc2)cs1	-4
COc1ccc2c(c1)CC/C(=C\C=C\c1ccccc1OC)C2=O	-2
CCN(CC)c1ccc(NS(=O)(=O)c2ccc3ccccc3c2)c(C)c1	-1
CCSc1nnc(-c2cc(Br)ccc2N)c(=O)[nH]1	4
Cc1cc2c(c(=O)n1C)C(=O)C(C)C(=O)O2 (stereo not drawn)	-6
CCN(CC)S(=O)(=O)c1ccc2c(c1)N(CC(=O)Nc1ccc(OC)cc1)C(=O)CS2	-11
CC1(C)CC(NC(=S)Nc2ccc(Oc3ccccc3)cc2)CC(C)(C)N1	-5
N=C1/C(=C/c2ccc(OC(=O)c3ccc(F)cc3)cc2)C(=O)N=C2SC=CN12	4
O=c1cc(N2CCCC2)cnn1Cc1cccc(OC(F)(F)F)c1	2
Cc1ccccc1-c1nc(CS(=O)(=O)CC(=O)NCCCN2CCN(C)CC2)c(C)o1	2
CN1CCc2nc(SCC(=O)Nc3sc4c(c3C#N)CCC4)c(C#N)cc2C1	-1
CCc1ccc(NC(=O)CC2C(=O)NCCN2C(=O)c2ccc(F)cc2)cc1 (stereo not drawn)	-10
Cc1ccc(C)c(Oc2coc3cc(OC(=O)c4ccc(Cl)cc4)ccc3c2=O)c1	0
CCn1ccnc(N2CCCCC2)c1=Nc1ccc(OC)cc1	7
CCOc1cc(/C=C2\SC(=Nc3ccccc3C)N(c3ccccc3C)C2=O)ccc1O	-7
COC(=O)c1cnn(-c2cc(Oc3ccc(C(C)C)cc3)nc(SC)n2)c1N	-10
COc1ccc(CNCc2ccc(OC)c(OC)c2)cc1OC	-2
O=C1NC(=O)N(Cc2ccccc2)C2=NC(c3ccccn3)=NC(C(F)(F)F)(C(F)(F)F)C12 (stereo not drawn)	-6
CC(=O)N1CCc2c(sc3c2c(=O)n(CCc2ccccc2)c(=O)n3Cc2ccc(F)cc2)C1	-3
COc1cccc(N2CCN(C(=O)c3ccc4c(Cl)c5c(nc4c3)CCCC5)CC2)c1	-6
CCOc1cc(CN2Cc3ccc(OC)cc3OC(C)C2)ccc1OC (stereo not drawn)	-3

Look-ups from the entries so far.
ROC1-CUL1 inh result of O=c1oc2ccccc2c2c1SC(c1ccccc1)C2 (stereo not drawn) → 2
ROC1-CUL1 inh result of CC1(C)CC(NC(=S)Nc2ccc(Oc3ccccc3)cc2)CC(C)(C)N1 → -5
ROC1-CUL1 inh result of CCc1ccc(NC(=O)CC2C(=O)NCCN2C(=O)c2ccc(F)cc2)cc1 (stereo not drawn) → -10

Other entries
SMILES	ROC1-CUL1 inh
O=c1/c(=C/c2ccccc2OCc2ccc(Cl)cc2Cl)sc2n1C(c1cccc(F)c1)C1=C(N=2)c2ccccc2CC1 (stereo not drawn)	-5
COc1ccc(CN(C(=O)c2ccccc2F)C2CCS(=O)(=O)C2)cc1 (stereo not drawn)	-5
CC(C)(C)C1=CC2(C=C(C(C)(C)C)C1=O)Nc1cc(C(C)(C)C)cc(C(C)(C)C)c1OC2c1ccc([N+](=O)[O-])cc1 (stereo not drawn)	-3
O=C1c2ccccc2NC(c2ccc(Cl)cc2Cl)N1c1ccc(F)c(Cl)c1 (stereo not drawn)	-3
CCC(COC)NC(=O)c1cc(COc2cccc3cnccc23)on1 (stereo not drawn)	13
Cc1c(C(=O)N2CCCc3ccccc32)cccc1[N+](=O)[O-]	-8
C=CCn1c(SC(C(=O)c2ccccc2)c2ccccc2)nnc1-c1ccccc1OC (stereo not drawn)	-7
CC(C)(C)c1ccc(/C=C/C(=O)Nc2ccc(S(N)(=O)=O)cc2)cc1	-3
Cc1nn(-c2ccc(N3CCOCC3)nn2)c(C)c1CCC(=O)NCc1ccc(OC(C)C)cc1	-4
Cc1ccccc1CS(=O)(=O)N1CCN(Cc2ccccc2)CC1	2
Cc1oc(-c2ccccc2)nc1CSc1nnc(C)n2c1cc1sccc12	4
O=C(NNC1CC(=O)N(c2ccc(F)cc2)C1=O)c1ccncc1 (stereo not drawn)	9
CC(C)C(=O)N1CCN(c2ccc(NC(=O)c3ccc(Br)o3)cc2Cl)CC1	18
O=C(Cn1c(-c2cccs2)cc2cc(Cl)ccc21)N1CCN(c2ccccc2)CC1	1
CCN(CC(=O)Nc1sc2c(c1C(=O)Nc1ccc(Br)cc1)CCC2)C(C)=O	-1
COC(=O)C1C(C)=NC2=C(C(=O)CC(C)(C)C2)C1c1ccc(-c2cc(C(F)(F)F)ccc2Cl)o1 (stereo not drawn)	-5
N/C(=N\N=C1SCCS1)c1cnccn1	11
COc1cccc(N2CCN(C(=O)Cn3cc(NC(=O)CCC(=O)c4ccccc4)cn3)CC2)c1	7
CCOc1cc(C(c2c(C)[nH][nH]c2=O)c2c(C)[nH][nH]c2=O)ccc1OC(=O)c1ccccc1F	-7
COc1ccc(NC(=O)Cn2nnc(C(=O)NCCc3ccccc3)c2N)cc1	9
COc1ccc(-c2ccc3c(N)c(C(=O)Nc4cccc(C(F)(F)F)c4)sc3n2)cc1	0
O=C(c1ccc(Cl)cc1)C(Cn1cncn1)C(Sc1ccccc1)c1ccccc1 (stereo not drawn)	-3
COc1ccccc1Nc1ncc2c(n1)CCN(Cc1cc(F)cc(F)c1)C2	-4
CC(C)C(NC(=O)c1ccc2c(c1)OCO2)C(=O)N/N=C\c1ccco1 (stereo not drawn)	1
NCCOC(c1cccc(F)c1)c1cccc(F)c1	9

Ordered by heavy-atom count (smallest number first): some entries from above.
SMILES	ROC1-CUL1 inh
Cc1oc(-c2ccccc2)nc1CSc1nnc(C)n2c1cc1sccc12	4
COc1ccc(NC(=O)Cn2nnc(C(=O)NCCc3ccccc3)c2N)cc1	9
O=C(c1ccc(Cl)cc1)C(Cn1cncn1)C(Sc1ccccc1)c1ccccc1 (stereo not drawn)	-3

Next section
SMILES	ROC1-CUL1 inh
Cc1oc2ncn(CC(C)C)c(=O)c2c1C(=O)NC(C)c1ccccc1 (stereo not drawn)	9
CC(Sc1nc(-c2ccccc2)cc(C(F)(F)F)n1)C(=O)Nc1c(Cl)cccc1Cl (stereo not drawn)	3
O=S(=O)(NCCc1ccccc1)c1cnc(Cl)c(Br)c1	3
CCOC(=O)c1c(NC(=O)CCCC(=O)O)sc(C)c1-c1ccc(F)cc1	3
CC#CC(=O)N1CCC(Cc2ccc(Cl)cc2)(C(=O)OCC)CC1	-1
CCc1ccc(C(C)NC(=O)Cc2ccc(F)cc2)cc1 (stereo not drawn)	-5
Cc1sc(N)c(C#N)c1-c1ccc(Cl)cc1Cl	1
CCOC(=O)C(NC(=O)c1ccc(Cl)cc1Cl)(Nc1ccc(Cl)cc1)C(F)(F)F (stereo not drawn)	-9
COc1ccccc1NC(=O)Cn1c(=O)n(CCc2ccccc2)c(=O)c2c3c(sc21)CN(C(C)=O)CC3	5
COc1cccc(/C=C2\C(=O)NN(c3ccc(Br)cc3)C2=O)c1O	0
N#CCSc1nc(SCC#N)c2cnn(-c3ccccc3)c2n1	7
CC1=NN(C(=O)c2ccccc2F)C(O)(C(F)(F)F)C1 (stereo not drawn)	4
CC(Oc1ccc(F)cc1F)C(=O)N1CCN(c2ccc(F)cc2)CC1 (stereo not drawn)	1
CC(Oc1ccc(F)cc1F)C(=O)N1CCOCC1 (stereo not drawn)	1
COc1ccccc1C(=O)N/N=C/c1ccc(-c2ccc(C)c(Cl)c2)o1	1
N#Cc1c(NC(=O)/C=C/c2ccc(Br)cc2)sc2c1CCCC2	3
COc1ccc(OC)c(NC(=S)N2C(=O)CCC2=O)c1	0
N/C(CSc1cccc2ccccc12)=N\O	-4
COc1ccc(NC(=O)c2ccco2)cc1NC(=O)c1ccccc1[N+](=O)[O-]	6
O=C(NCc1cc2cc(Cl)ccc2[nH]1)c1cc2nc(-c3ccc4c(c3)OCO4)cc(C(F)(F)F)n2n1	2
O=C(Oc1cc(Cl)nnc1-c1ccccc1)c1ccccc1	-6
COc1cccc(/C=C2/SC(=Nc3ccc(C)cc3)N(C)C2=O)c1	3
CCN(C(=O)c1nn(-c2ccc(C)cc2)c(=O)c2c1c1ccccc1n2C)c1ccc(F)cc1	-3
CCc1nnc(NC(=O)CSc2nncn2-c2cccnc2)s1	-7
CCN(CC)CC(O)COc1ccc(CN(C)Cc2cccnc2)cc1OC (stereo not drawn)	0
(cont.)
SMILES	ROC1-CUL1 inh
Cc1ccc(S(=O)(=O)N(Cc2nc(-c3cccc(C)c3)no2)C2CCCCC2)cc1	-1
C1=C(c2ccccc2)Nc2nnnn2C1	5
CC(=O)Nc1ccc(OS(=O)(=O)C(F)(F)C(=O)N2CCCCC2)cc1	-2
O=C(CN1C(=O)COc2ccc(S(=O)(=O)N3CCOCC3)cc21)NCc1ccc(Cl)cc1	2
CCOc1ccc(NC(=O)CCc2c(C)nc3c(-c4ccccc4)c(C)nn3c2C)cc1	9
CCC(C)Nc1nc(Nc2ccc(OC(F)(F)Cl)cc2)nc(OCC(F)(F)F)n1 (stereo not drawn)	-6
CCOCCn1c(=O)c2c(nc3n2CCN3c2ccc(C)cc2C)n(C)c1=O	-10
CC(Sc1nc(NCc2ccccc2)nc(N(C)C)n1)C(=O)Nc1ccccc1 (stereo not drawn)	3
CCN(CCn1cccn1)C(=O)c1cc(Cn2c(C)nc3ccccc32)on1	-6
COC(=O)c1cc(Cl)ccc1Oc1nc(OC)cc(OC)n1	12
COc1ccc(OCC(=O)NCCc2ccccc2)cc1	-7
CCOC(=O)C(NC(=O)COc1ccccc1)(Nc1nc2ccccc2s1)C(F)(F)F (stereo not drawn)	16
N#Cc1ccccc1OCCOCCNC1CCCC1	2
S=C1N(c2ccccc2)C(=Nc2ccccc2)C(=Nc2ccccc2)N1c1ccccc1	-2
COc1ccc(Cl)cc1C(=O)N1N=C(C)CC1(O)C(F)(F)F (stereo not drawn)	13
Cc1ccc(C)c(Cn2c(=O)n(Cc3ccc(C(=O)NC4CCN(Cc5ccccc5)CC4)cc3)c(=O)c3ccccc32)c1	9
COc1cccc(CN2CCCC3(CCN(Cc4cccnc4)C3)C2=O)c1OC (stereo not drawn)	7
COc1ccc(OCC(=O)Nc2ccc(C(=O)/C=C/c3ccc(SC)cc3)cc2)cc1	-3
CCOC(=O)CN(C)C(=O)c1ccc(OC2CCN(C(C)=O)CC2)c(OC)c1	-5
CCOC(=O)c1ccc(OCC)c(N)c1	4
COCCO[C@H]1[C@H](NC(=O)C(C)C)c2ccccc2C12CCN(C(=O)c1ccc(F)cc1)CC2	-5
N#CC1CC(/C=C/c2ccccc2)=NN1c1c(F)c(F)c(Cl)c(F)c1F (stereo not drawn)	1
CCOC(=O)CN1CC(=O)C(C=NNc2ccccc2)C1=O (stereo not drawn)	-10
CC(C)(C)NC(=O)C(=O)c1c(-c2ccccc2)[nH]c2ccccc12	4
COc1ccccc1C(=O)Nc1cccc(N2CCC(NCc3ccccc3C)CC2)c1	-2
Further structures:
SMILES	ROC1-CUL1 inh
OC(Cn1nc(-c2ccccc2)cc1-c1ccccc1)Cn1c2ccc(Cl)cc2c2cc(Cl)ccc21 (stereo not drawn)	-11
c1cc2c(ncc3ccsc32)s1	4
Cc1cc(C)n(C(=O)/C=C/c2ccco2)n1	-5
CC1(C)OC2C(CS(C)(=O)=O)OC(n3ncc(=O)[nH]c3=O)C2O1 (stereo not drawn)	-13
COc1ccc(-c2cc(-c3ccccc3)c3c(N)c(C#N)sc3n2)cc1	3
CCC(=O)N[C@@H]1c2ccccc2C2(CCN(C(=O)C3=C(C)OCCO3)CC2)[C@H]1OCc1cccnc1	-5
Cc1cnc(NC(=O)CSc2nnc(COc3ccc4c(c3)CCCC4)o2)s1	6
COc1cccc(OC)c1OCCCOc1c(OC)cccc1OC	9
CCc1ccccc1NC(=O)C1=CC(c2ccc3c(c2)OCO3)=NS(=O)(=O)N1C	6
CC(C)CNC(=O)c1ccc2c(c1)CCN2S(C)(=O)=O	6
CS(=O)(=O)n1cnc2ccccc21	3
Nc1cnc(Br)cc1Br	9
Cc1cc(OC(=O)c2cc(-c3ccc4c(c3)OCCO4)on2)ccc1Cl	6
CC(C)CCC(O)(CCC(C)C)C(=O)NNc1cccc(Cl)c1	4
Cc1cc(-c2csc3ncnc(N4CCN(c5ccc(Cl)c(Cl)c5)CC4)c23)cc(C)c1C	-5
CCCN1CCC(NC(=O)C(C)(C)Oc2ccc(Cl)cc2)CC1	2
Cc1c(Cc2ccccc2)c(=O)oc2c(CN(C)C)c(O)ccc12	-12
CCOC(=O)CCNC(=O)[C@H]1C[C@@H](C(=O)OC)N(C)[C@H]1c1cccc(F)c1F	-3
Cc1ccc(C(=O)Nc2cc(Cl)cc(Cl)c2)cc1[N+](=O)[O-]	13

Reformatted: results already given
SMILES,ROC1-CUL1 inh
CCc1ccccc1NC(=O)C1=CC(c2ccc3c(c2)OCO3)=NS(=O)(=O)N1C,6
CC(C)CNC(=O)c1ccc2c(c1)CCN2S(C)(=O)=O,6
CS(=O)(=O)n1cnc2ccccc21,3
